RNase H inhibition – RNase H inhibition, HIV 1 Gag Pol polyprotein, FRET biochemical assay, screening (AID 372) | 0.77% of 100,000 active | HIV-1 RT RNase H, FRET RNA/DNA substrate fluorescence; higher % means a stronger effect | inhibition, % at 10 µM, or IC50 in µM where a hit was titrated; in the data active = inhibition above about 50%
* = called active by the depositor. These rows are one share of the data, so the mix of outcomes need not match the whole.

mol | RNase H inhibition
O=C(Cc1ccccc1)Nc1ccc(I)cc1Cl | 14.0%
O=C(COc1cccc(Br)c1)N=Nc1c(O)[nH]c2ccc(Br)cc12 | 15.0%
CCC(=O)NNC(=O)c1cc(=O)[nH]c2ccccc12 | 15.0%
Clc1ccc(N2CCN(N=Cc3ccc(Cl)c(Cl)c3)CC2)cc1 | 8.0%
COc1ccc(NC(=O)c2ccc(-c3cccc(Cl)c3)o2)cc1Cl | 17.0%
Cc1cc(-n2c(C)cc(/C=C(/C#N)C(=O)Nc3ccccc3)c2C)ccc1I | 15.0%
CCCCOc1ccc(S(=O)(=O)n2c([N+](=O)[O-])cnc2C)cc1 | 20.0%
COc1cc2c(cc1OC)C(SC)=NC(C)(C)C2 | 0.0%
COC(CNC(=S)Nc1ccc(C)cc1)OC | 6.0%
CCC1=NN(C(=O)c2ccc(Cl)cc2)C(O)(c2ccc(Br)cc2)C1 (stereo not drawn) | 16.0%
Cc1ccc(OC(=O)/C=C/c2ccccc2)c(-n2nc3ccccc3n2)c1 | 12.0%
O=C(Nc1ccc(-c2nc3ccccc3s2)c(O)c1)c1ccccc1 | 5.0%
CCCCc1ccc(C=C2C(=O)c3ccccc3C2=O)s1 | 13.0%
COc1cc2c(cc1OC)C(c1ccccc1Cl)NC(=O)C2 (stereo not drawn) | 11.0%
OC(COC1CCCCC1)Cn1cnc2ccccc21 (stereo not drawn) | 4.0%
N#C/C(=C/c1cn(-c2ccccc2)nc1-c1ccc(-c2ccc([N+](=O)[O-])cc2)o1)C(N)=O | 4.0%
Cc1ccc(NC2CS(=O)(=O)CC2O)cc1C (stereo not drawn) | 0.0%
COc1ccc(NC(=O)c2cnn3c(C(F)(F)F)cc(-c4ccc(OC)c(OC)c4)nc23)cc1OC | 4.0%
Cc1ccc2[nH]c3nc(N/N=C/c4cc(Cl)ccc4O)nnc3c2c1 | 3.0%
c1coc(C2OCC(CN3CCCCC3)O2)c1 (stereo not drawn) | 6.0%
COc1ccc(O)c(/C=C2\SC(=S)N(Cc3ccccc3)C2=O)c1 | 25.0%
O=C1CC(N2CCN(C/C=C/c3ccccc3)CC2)C(=O)N1c1ccc(Cl)c(Cl)c1 (stereo not drawn) | 8.0%
O=C(/C=C/c1cccs1)N1CCN(Cc2ccccc2)CC1 | 1.0%
N#CCCn1c(=O)n(CCC#N)c2ccccc21 | 0.0%
O=C(O)c1cc2c(ccc3ccccc32)oc1=O | 7.0%
COc1ccc(C)cc1NC(=O)c1cccc(I)c1 | 0.0%
COc1ccc(C(=O)NC(=S)Nc2cc(C)ccc2C)cc1[N+](=O)[O-] | 18.0%
NS(=O)(=O)c1ccc(NC(=O)c2c(Cl)cccc2Cl)cc1 | 6.0%
O=C(c1cc2nc(-c3ccc(Cl)cc3)cc(C(F)(F)F)n2n1)N1CCCC1 | 0.0%
N=C1/C(=C/c2ccc(-c3ccccc3Cl)o2)C(=O)N=C2SC(c3ccccc3)=NN12 | 56.0%*
CN(C)CCNC(=O)c1ccc(Cl)c(Cl)c1 | 2.0%
COC(=O)c1ccccc1NC(=O)COc1cc(C)ccc1C(C)C | 8.0%
C=C(C)COc1ccc2oc(C)c(C(=O)OCCOC)c2c1 | 2.0%
CCOC(=O)c1[nH]c(=O)[nH]c1CN1CCc2ccccc2C1 | 0.0%
CC(C)N(C(=O)c1ccc(C(=O)Nc2ccccc2)cc1)C(C)C | 3.0%
CC(=O)c1ccc(NC(=O)c2ccc(Cl)c([N+](=O)[O-])c2)cc1 | 0.0%
CCOC(=O)c1ccc2[nH]c(C)c(C)c2c1 | 0.0%
O=C(Nc1ccc(Cl)cn1)c1ccc(-c2cccc(Cl)c2)o1 | 10.0%
CCOC(=O)C1=C(N)OC2=C(C(=O)CCC2)C1c1ccc(C)s1 (stereo not drawn) | 8.0%
O=[N+]([O-])c1ccccc1N/N=C/c1cccc(Cl)c1Cl | 12.0%

Part of the list above in order of molecular weight, highest first.
mol | RNase H inhibition
O=C(Nc1ccc(Cl)cn1)c1ccc(-c2cccc(Cl)c2)o1 | 10.0%
CC(=O)c1ccc(NC(=O)c2ccc(Cl)c([N+](=O)[O-])c2)cc1 | 0.0%
O=[N+]([O-])c1ccccc1N/N=C/c1cccc(Cl)c1Cl | 12.0%
C=C(C)COc1ccc2oc(C)c(C(=O)OCCOC)c2c1 | 2.0%
CCOC(=O)c1ccc2[nH]c(C)c(C)c2c1 | 0.0%

Additional structures.
mol | RNase H inhibition
COc1cccc(N2C(=O)/C(=C/c3cccs3)SC2=S)c1 | 7.0%
Cc1ccc(C)c(NC(=O)CC(C)Cc2ccc(Cl)cc2)c1 (stereo not drawn) | 1.0%
Cc1ccccc1N1C(=O)/C(=C/c2ccc(OC(C)C(=O)O)cc2)C(=O)NC1=S (stereo not drawn) | 0.0%
O=C(NCc1cccnc1)/C(=C/c1ccc(-c2cccc(Cl)c2)o1)NC(=O)c1ccccc1 | 3.0%
CCOC(=O)C1=C(C)N=c2s/c(=C\c3ccccc3OCc3ccccc3Cl)c(=O)n2C1c1ccccc1Cl (stereo not drawn) | 14.0%
Cc1ccc(NC(=O)C(=O)NCc2ccccc2Cl)cc1 | 12.0%
O=c1ccn(Cc2ccccc2)c(=O)n1Cc1ccccc1 | 17.0%
c1ccc(Nc2nc(Nc3ccccc3)nc(Nc3ccccc3)n2)cc1 | 5.0%

Filtered by structure: the entries above containing a furan ring, fused or not.
mol | RNase H inhibition
COc1ccc(NC(=O)c2ccc(-c3cccc(Cl)c3)o2)cc1Cl | 17.0%
N#C/C(=C/c1cn(-c2ccccc2)nc1-c1ccc(-c2ccc([N+](=O)[O-])cc2)o1)C(N)=O | 4.0%
c1coc(C2OCC(CN3CCCCC3)O2)c1 (stereo not drawn) | 6.0%
N=C1/C(=C/c2ccc(-c3ccccc3Cl)o2)C(=O)N=C2SC(c3ccccc3)=NN12 | 56.0%*
C=C(C)COc1ccc2oc(C)c(C(=O)OCCOC)c2c1 | 2.0%
O=C(Nc1ccc(Cl)cn1)c1ccc(-c2cccc(Cl)c2)o1 | 10.0%
O=C(NCc1cccnc1)/C(=C/c1ccc(-c2cccc(Cl)c2)o1)NC(=O)c1ccccc1 | 3.0%

Additional records:
mol | RNase H inhibition
Cc1cccc(C)c1NC(=O)/C(=C/c1ccco1)c1ccccc1 | 0.0%
Cc1cc2c(c(=O)o1)C(c1cccc3ccccc13)C(C#N)=C(N)O2 (stereo not drawn) | 6.0%
Nc1nnc(Cc2ccccc2F)s1 | 4.0%
CCOC(=O)C1=C(C)OC(N)=C(C#N)C1c1ccc(OC)cc1 (stereo not drawn) | 14.0%
CCOC(=O)c1ccc(NC(=S)NCCC(c2ccccc2)c2ccccc2)cc1 | 13.0%
O=S(=O)(NCc1ccc2c(c1)OCO2)c1ccc(Br)cc1 | 0.0%
O=C1NC(=S)N(c2ccccc2)C(=O)/C1=C/c1cccn1-c1ccc(Cl)cc1 | 52.0%*
COc1ccc(CNC(=O)C(=O)Nc2ccccc2)cc1 | 6.0%
COc1ccc(CC(=O)Nc2cccc(Br)c2)cc1OC | 38.0%
COc1cccc(N(CC(=O)Nc2cc(C)ccc2C)S(=O)(=O)c2ccccc2)c1 | 3.0%
CC(=O)Cc1cc(O)c2ccccc2c1OC(=O)c1ccccc1 | 14.0%
Cc1ccc(OCCCn2ccnc2)c(Cl)c1 | 18.0%
COc1ccc2nc(/N=C(/N)NC(C)=O)nc(C)c2c1 | 1.0%
CN1C(=O)NC(=O)/C(=C\c2cc(Cl)c(OCC(=O)O)c(Cl)c2)C1=O | 9.0%
Cc1ccc(/C=C/C(=O)Nc2cccc(C(F)(F)F)c2)o1 | 7.0%
COC(=O)C1=C(C)N(C)C(C)=C(C(=O)OC)C1c1cccc([N+](=O)[O-])c1 | 26.0%
COc1ccc(N(CC(=O)NC2CC3CCC2C3)S(=O)(=O)c2ccccc2)cc1 (stereo not drawn) | 0.0%
Cc1ccc(C(C)C)c(OCC(=O)Nc2ncc(S(=O)(=O)c3ccc([N+](=O)[O-])cc3)s2)c1 | 15.0%
CC(=O)c1cc(C(=O)CC(=O)Nc2ccc([N+](=O)[O-])cc2)sc1Nc1ccccc1 | 10.0%
CCC1C(=O)N=C(SCC(=O)Nc2ccccn2)NC1=O (stereo not drawn) | 14.0%
C=CCN1C(=O)/C(=C/c2cc(C)n(-c3ccc(OC)cc3)c2C)SC1=S | 18.0%
O=C1CC2c3ccccc3C1C1C(=O)N(CC34CC5CC(CC(C5)C3)C4)C(=O)C21 (stereo not drawn) | 11.0%
COc1ccc2c(c1)-c1c(sn(-c3ccc(Cl)c(C(F)(F)F)c3)c1=S)C(C)(C)N2 | 16.0%
CCNC(=O)C(=O)Nc1ccc(OCC)cc1 | 0.0%

More records follow.
Molecule,RNase H inhibition
CCOc1ccc(-n2c(-c3ccccc3)c3c(c2-c2ccc(Cl)cc2)C(=O)c2ccccc2C3=O)cc1,4.0%
O=C(CN1CCOCC1)Nc1ccc(-c2nc3ccccc3[nH]2)cc1,10.0%
CCOc1ccc(C(=O)Nc2ccc3c(c2)C(=O)c2ccccc2C3=O)cc1Cl,49.0%
CC(NC(=O)/C=C/c1ccc([N+](=O)[O-])cc1)c1ccccc1 (stereo not drawn),26.0%
O=C(/C=C/c1cccs1)Nc1nc(-c2ccc(F)cc2)cs1,8.0%
CC(C)(C)c1ccc(C(=O)N/N=C/c2ccc(O)cc2)cc1,26.0%
Fc1ccc(NC(=S)Nc2ccccn2)cc1,15.0%
OC(COC1CCCCC1)Cn1c2ccccc2c2ccccc21 (stereo not drawn),14.0%
COc1ccc(-c2nc3ccccc3c(=O)n2-c2nc3ccccc3n2C)cc1,0.0%
CC1(C)C(c2ccccc2)=NC(c2ccccc2F)=[N+]1[O-],0.0%
Cc1cc(Cl)ccc1NC(=O)COc1cc(C)c(Cl)c(C)c1,20.0%
CC1=C(C(=O)OCC2CCCO2)C(c2cccs2)C2=C(CC(C)(C)CC2=O)N1 (stereo not drawn),9.0%
O=C(/C=C/c1ccc(F)cc1)NC(=S)NCc1ccco1,12.0%
O=C(N/N=C/c1cc(Br)ccc1F)C(O)(c1ccccc1)c1ccccc1,12.0%
CC1CCc2c(sc(NC(=O)c3c(F)c(F)c(F)c(F)c3F)c2C(=O)OC(C)C)C1 (stereo not drawn),16.0%
COc1ccc(/C=C2/SC(=S)N(c3cccc(Cl)c3)C2=O)cc1,18.0%
CCC1CCCCN1Cc1c(O)ccc2c(=O)c(Oc3ccc(OC)cc3)c(C(F)(F)F)oc12 (stereo not drawn),0.0%
O=C(NCc1ccccc1)C(=O)NN=C1CCCCC1,1.0%
Cc1cc(I)ccc1N=Cc1cc(Cl)cc(Cl)c1O,5.0%
CC1(C)CC(n2c(SCC(N)=O)nc3c(c2=O)C2(CCCC2)Cc2ccccc2-3)CCO1 (stereo not drawn),9.0%
Cc1cccc(OC(=O)COc2ccc(Cl)cc2Cl)c1,6.0%
COc1ccc(-c2noc(/C=C/c3ccccc3)n2)cc1,0.0%
N#Cc1c(N)nc2c(c1-c1ccc(Cl)cc1Cl)CCCCC2,14.0%
CCCCc1ccc(NC(=O)COc2ccccc2Br)cc1,6.0%
O=[N+]([O-])c1cc2c(c([N+](=O)[O-])c1)Nc1ccccc1N=C2c1ccccc1,5.0%
COc1ccc(Nc2cc(C)nc(-c3ccccc3O)n2)cc1,6.0%
O=C(N/N=C/c1ccc2c(c1)OCO2)c1ccc(F)cc1,7.0%
CC(C)(C)c1ccc(OCCn2cc(C=O)c3ccccc32)cc1,36.0%
Cc1ccc(-c2n[nH]c(=O)c3ccccc23)cc1S(=O)(=O)N1CCOCC1,8.0%
NC(=O)c1cccc(N=Cc2ccc([N+](=O)[O-])o2)c1,9.0%
COc1ccc(S(=O)(=O)n2cnc3ccccc32)cc1[N+](=O)[O-],0.0%
COc1ccc(C2C(C(=O)OC(C)C)=C(C)NC3=C2C(=O)CC(C)(C)C3)c(OC)c1 (stereo not drawn),3.0%
Cc1ccccc1OCCNC(=O)c1cccc2ccccc12,11.0%
N#Cc1ccc(/C=N/NC(=O)c2ccc(O)cc2)cc1,8.0%
CCCOc1ccc(N2C(=O)CC(N3CCN(CC)CC3)C2=O)cc1 (stereo not drawn),7.0%
CC(C)CNC(=O)c1cccc(NC(=O)c2ccccc2-c2ccccc2C(=O)O)c1,2.0%
Cn1c(/C=N/NC(=O)c2ccccc2)nc2ccccc21,6.0%
CC(=O)Oc1ccc(N2C(=O)C3C4C=CC(C4=C(C)C)C3C2=O)cc1 (stereo not drawn),4.0%
CCCC(=O)NC(NC(=S)Nc1ccccc1C)C(Cl)(Cl)Cl (stereo not drawn),0.0%
CC1(C)SSC(=O)C1NC(=O)c1ccccc1 (stereo not drawn),0.0%
CCOc1ccccc1C(=O)NCCc1nc2ccccc2[nH]1,1.0%
COc1ccc(NC(=S)NC(NC(=O)C(c2ccccc2)c2ccccc2)C(Cl)(Cl)Cl)cc1 (stereo not drawn),10.0%
CC(=O)Nc1ccc(S(=O)(=O)NCc2ccccc2)cc1,5.0%
N#C/C(=C\c1ccccc1C(F)(F)F)c1nc2ccccc2c(=O)[nH]1,5.0%
O=C(c1ccc(F)cc1)c1ccc(-c2[nH]c(-c3cccc(F)c3)nc2-c2ccccc2)cc1,14.0%
CCOC(=O)CSc1nc2sc3c(c2c(=O)[nH]1)CC(C)(C)OC3,4.0%
COc1ccc(/C=C2\SC(=Nc3ccc(C)cc3)N(c3ccc(C)cc3)C2=O)cc1C(=O)O,43.0%
CC(C)(C)C1(O)CC(C(F)(F)F)=NN1C(=O)c1ccc([N+](=O)[O-])cc1 (stereo not drawn),18.0%
CCCOc1ccc(C2C(C(=O)OCC(C)C)=C(C)NC3=C2C(=O)CC(c2ccc(Cl)cc2)C3)cc1 (stereo not drawn),12.0%
CCOc1ccc(C(=O)Nc2cccc(-c3nc4cc(C)ccc4o3)c2C)cc1Cl,13.0%
CCOc1ccc2c(c1)NC(C)(C)C(=S)C2=C1SC(C(=O)OC)=C(C(=O)OC)S1,36.0%
COc1ccc(CCNC(=O)CN(c2ccc([N+](=O)[O-])cc2)S(=O)(=O)c2ccccc2)cc1OC,5.0%
O=C(COc1ccc2ccccc2c1)NCc1ccccn1,2.0%
Cc1ccc(CSCCNC(=O)c2ccc(OC3CSC3)cc2)cc1,12.0%
C/C(=N\Nc1nc(N2CCCCC2)nc(N2CCCCC2)n1)c1ccc(N)cc1,0.0%
CC1CCN(C(=O)c2ccc(Cl)cc2)CC1,0.0%
COc1cc2ccccc2cc1C(=O)Nc1ccc(NC(=O)c2cccc(Cl)c2)cc1,12.0%
